IL1B secr inh = blocks inflammasome-driven IL-1 beta release; THP-1 LPS/ATP IL-1B secretion, AlphaLISA, 16 h; active compounds read low; activity change, % at 57.5 µM; actives 4.7% (n = 360,000); AID 743279; in the data active = activity change below about -50%; inconclusive = mostly about -30% to -49%; also: % is scaled to controls: 0 for no effect and ±100 for the full control effect
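THP-1 cells pretreated 1 hr with compounds (up to 57.5 uM final), then stimulated with LPS (250 ng/mL final) plus ATP (1.25 mM final); secreted IL-1B measured by AlphaLISA after 16 hr, decreased signal indicating inhibition.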
MCF10A rerep = induces DNA re-replication in MCF 10a normal breast cells; MCF 10A DNA re-replication, Hoechst nuclear intensity, 48 h; Potency, µM (series often up to 46.1 µM), without a hit: top-dose activity, positive = re-replication, actives largely listed as activators; actives 2.9% (n = 350,000); AID 624296; also: potency is read from the fitted curve at half-maximal effect; % of control where 0% means no effect; nearly all actives have a fitted effect of over 50% in size
ATXN2 expr inh = reduces ATXN2 reporter expression in HEK-293 cells. Potency, µM (doses to about 57 µM), for the others: at the top dose activity change, negative = inhibition, hits mostly inhibitors. actives 0.72% (n = 360,000). HEK-293 ATXN2-luciferase reporter, luminescence, 24 h; also: potency is read from the fitted curve at half-maximal effect; % is scaled to controls: 0 for no effect and ±100 for the full control effect; nearly all actives have a fitted effect of over 55% in size
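qHTS (up to 57 uM final) was run with 24 h compound exposure of reporter cells at 37 °C. Each well was multiplexed: SteadyGlo luminescence measured ATXN2-luciferase expression after a fluorogenic Gly-Phe-AFC viability readout (25 uM final).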
HT1080NT lethal = kills 2HG-producing HT-1080-NT fibrosarcoma cells. HT-1080-NT fibrosarcoma viability, CellTiter-Glo ATP luminescence, 48 h. actives 1.6% (n = 360,000). Potency, µM (highest dose often 46.1 µM), without a hit: at the top dose activity, negative = less viability, usual class: cytotoxic;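 also: NT is the 2HG producing partner of a matched IDH1 knockdown line; potency is read from the fitted curve at half-maximal effect; 0% = DMSO-treated cells and -100% = media-only wells without cells; nearly all actives have a fitted effect of over 55% in size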
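Toxicity toward the 2HG-producing NT line was scored as %Activity, normalised to DMSO and no-cell wells, from CellTiter-Glo luminescence after 48 hours' treatment.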
S2 tox = viability counter-screen for ATXN expression inhibitors | S2 cells (HEK-293 line with an ATXN2-luciferase reporter) viability, CellTiter-Fluor protease fluorescence, 24 h | Potency, µM (top dose mostly 56.7 µM), usual class: cytotoxic | actives 0.49% (n = 400,000) | AID 651635; also: potency is read from the fitted curve at half-maximal effect; nearly all actives have a fitted effect of over 40% in size
KB-3-1 tox = kills parental KB-3-1 adenocarcinoma cells. KB-3-1 viability, CellTiter-Glo ATP luminescence, 72 h. Potency, µM (top dose mostly 46.1 µM), without a hit: at the top dose activity change, negative = cytotoxic, most hits filed as cytotoxic. actives 1.4% (n = 400,000). AID 1347075; also: potency is read from the fitted curve at half-maximal effect; % is scaled to controls: 0 for no effect and ±100 for the full control effect; nearly all actives have a fitted effect of over 60% in size
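Cytotoxicity in the drug-sensitive parental line KB-3-1 was scored as loss of CellTiter-Glo luminescence following 72 h incubation with compound. Values come from curve fitting of normalized concentration-response data.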
HT1080 IDH1KD tx = HT-1080 IDH1 knockdown cell toxicity (counter line); HT-1080 IDH1 knockdown viability, ATP luminescence, 48 h; Potency, µM (doses to about 46.1 µM), for the others: at the top dose activity, negative = toxicity, most hits filed as cytotoxic; actives 2% (n = 360,000); AID 686971;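 also: potency is read from the fitted curve at half-maximal effect; 0% = DMSO wells and -100% = cell-free medium wells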
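IDH1KD HT-1080 cells, 750/well, RPMI + 5% FBS; compound pinned after 2 h settling; 48 h, 37 °C; CellTiter-Glo luminescence; % activity normalised to DMSO and no-cell wells; curves fitted, classed by r2 and efficacy.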
HepG2 viability = counter-screen for TGF-b inhibitors: cytotoxicity in HepG2 cells; HepG2 CAGA-GFP viability, ATP luminescence, 18 h; Potency, µM (doses to about 46.1 µM), without a hit: at the highest dose activity change, negative = cytotoxicity, most hits filed as cytotoxic; AID 588856; actives 0.76% (n = 410,000); also: potency is read from the fitted curve at half-maximal effect; some results filed as inactive show a strong effect at the top dose
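CellTiter-Glo luminescence gave cytotoxicity after 18 hours at 37 degrees C. The cells were HepG2 CAGA-GFP in 1% FBS DMEM, stimulated with 500 pg/mL TGF-beta after compound addition. %Activity was normalised to no-cell wells (complete cell-killing) and DMSO (no toxicity), and curves were fitted and classified.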
SW480 rerep = induces DNA re-replication in SW480 colon adenocarcinoma cells; Potency, µM (doses to about 46.1 µM), for the others: at the highest dose re-replication activation, most hits filed as activators; actives 1.8% (n = 340,000); SW480 DNA re-replication, Hoechst DNA content imaging, 48 h; AID 624297; also: potency is read from the fitted curve at half-maximal effect; % of control where 0% means no effect; nearly all actives have a fitted effect of over 55% in size
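SW480 cells exposed to compounds for 48 hr at 37 C, 5% CO2, then Hoechst-stained 40 min. Nuclear DNA content imaged by fluorescence scanning (405 nm excitation, 500-530 nm emission); re-replication scored as increased high-intensity nuclei.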
Starred values were filed as active, the others as inactive; i = inactive; ? = inconclusive; nt = no result given; & = joins results of further samples; [ ] = dose if it differs, or a comment. Unless noted, calls follow the shape of the dose curve; as a rule, active = well fitted curve in the direction sought with a large enough effect; inconclusive = small, poorly fitted or top-dose-only effect, or another doubt; inactive = no such curve, though single readings can be large; an effect the other way counts as inactive or inconclusive.

SMILES	IL1B secr inh	MCF10A rerep	ATXN2 expr inh	HT1080NT lethal	S2 tox	KB-3-1 tox	HT1080 IDH1KD tx	HepG2 viability	SW480 rerep
COc1cccc(C2CC(c3ccccc3)=NN2S(=O)(=O)c2ccccc2)c1OC (configuration not stated)	-10.1	-10.0%	-21.6%[11.3 µM]	9.2%	i	-4.7%	10.5%	-7.8%	-0.6%
COCCCNC(=O)c1cn(C)c(=O)c2c1c1ccccc1n2C	39.3	0.8%	-1.1%	-15.9%	i	0.8%	-2.5%	-2.6%	-2.3%
CCOC(=O)c1c(-c2ccccc2)csc1NC(=S)NC(=O)c1ccccc1	33.8	17.7%	3.2%	14.0%	i	-16.6%	10.1%	-21.4%	-14.3%
Cc1sc2ncnc(SCC(=O)Nc3ccc(S(=O)(=O)N4CCOCC4)cc3)c2c1C	-4.0	13.3%	?	-11.0%	i	-0.8%	-13.6%	-4.2%	5.2%
COC(=O)Nc1nc2ccc(Sc3ccccc3)cc2[nH]1	45.9	1.16µM*	5.9%&20.0%&13.6%	1.16µM*	?	1.46µM*	0.82µM*	-16.8%	2.06µM*
CC(=O)N1CCN(C(=O)c2ccc(Cl)c(NC(=O)c3cccs3)c2)CC1	-14.7	0.7%	6.7%	-3.4%	i	-0.2%	2.1%	-18.5%	2.6%
COc1cc(C)ccc1OCC(=O)OCC(=O)c1ccc[nH]1	22.9	3.6%	0.5%	-1.9%	i	28.1%	0.0%	-0.3%	-5.6%
CCOc1ccc(S(=O)(=O)N2CCCCC2)cc1NC(=O)CSCc1c(C)noc1C	5.1	2.4%	-2.9%	-0.6%	i	14.5%	4.6%	-0.6%	-11.6%
O=C(CN1C(=O)c2ccccc2C1=O)Nc1cccc(Cl)c1	15.3	-17.1%	-4.2%	-1.8%	i	0.2%	5.2%	8.7%	-0.8%
CCN1CCN(c2nc3c(c(=O)[nH]c(=O)n3C)n2CCCSc2ncccn2)CC1	-6.3	-1.1%	-8.8%	-1.9%	i	-8.7%	7.7%	4.1%	-3.2%[9.22 µM]
CN(/N=C/c1ccncc1)C1=NCCN1	3.9	7.7%	-2.4%	2.0%	i	5.9%	4.4%	3.3%	-1.7%
CCCNC(=O)Nc1cc(OC)c(OC)cc1Cc1nccc2cc(OC)c(OC)cc12	?	21.4%	5.0%	-6.0%	i	16.0%	-7.4%	-24.1%	-6.0%
COc1cc(OC)c2cc(C(=O)N[C@@H](Cc3ccccc3)C(=O)O)n(C)c2c1	17.8	-1.9%	-4.0%	9.8%	i	18.3%	3.6%	2.0%	0.6%
Cn1c(=O)c2c(ncn2CC(COCc2ccccc2Cl)OCc2ccccc2Cl)n(C)c1=O (configuration not stated)	-0.1	13µM*	-24.9%	-9.0%	i	-11.5%	-18.2%	-17.3%	?
O=C(Nc1ccc(C(=O)N2CCCC2)cc1)c1ccc2c(c1)OCO2	18.2	-7.2%	17.5%	?	i	?	?	-56.0%	-7.0%
CC(=O)c1ccc(C(=O)N2CCCC(N3CCN(c4ccc(F)cc4)CC3)C2)s1 (configuration not stated)	i	3.5%	-4.7%	10.4%	i	?	24.9%	-0.4%	?
O=C(NCCCn1ccnc1)c1ccc(Cl)cc1	10.1	1.8%	-12.0%	2.0%	i	-5.0%	-2.4%	22.0%	-4.2%
O=C(CSc1nc(=O)n(CCCN2CCOCC2)c2c1CCCC2)Nc1ccccc1Cl	-16.6	5.5%	-0.2%	-5.4%	i	0.0%	0.3%	0.0%	6.4%
CCCCCC(C)NC(=O)c1ccoc1C (configuration not stated)	14.1	-3.8%	14.0%	8.0%	i	-10.7%	-1.9%	1.0%	-4.6%
c1ccc(OCc2nnc(-c3ccccc3)o2)cc1	-5.0	-4.2%	82.5%[activator]	19.1%	i	3.1%	18.0%	8.4%	-13.3%
Nc1nc2nc(-c3ccc(F)cc3)cc(C(F)(F)F)n2n1	-7.1	-1.9%	2.3%	13.7%	?	13.8%	?	-84.7%	-3.0%
CCOC(=O)CNc1ncnc2nc[nH]c12	15.5	-3.5%	-3.0%	14.9%	i	6.8%	3.7%	1.4%	-10.9%
Cc1ccc(-c2noc(-c3ccccc3C(=O)NCc3ccco3)n2)cc1	-14.5	?	3.4%	1.4%	i	0.8%	-5.7%	-25.3%	-3.1%
CCOC(=O)C(=CNc1cc(C)nn1-c1ccc(Cl)cc1)C(=O)OCC	1.8	?	?	-20.6%	i	-0.8%	-20.5%	-12.1%	-1.7%
O=C(C1CCCN(S(=O)(=O)c2cccc3nsnc23)C1)N1CC=C(c2ccccc2)CC1 (configuration not stated)	-54.8*	24.5%	?	-12.0%	?	?	?	-19.2%	0.2%

Following part:
SMILES	IL1B secr inh	MCF10A rerep	ATXN2 expr inh	HT1080NT lethal	S2 tox	KB-3-1 tox	HT1080 IDH1KD tx	HepG2 viability	SW480 rerep
COc1ccc(OCC(=O)Nc2ccc3c(c2)nc(CCN2CCN(C)CC2)n3C)cc1	0.0	1.8%	8.2%	7.1%	i	-11.3%	2.0%	0.8%	10.4%
O=C(CCCNC(=O)c1ccc(Cl)cc1)Nc1ccccc1C(F)(F)F	19.9	24.4%	nt	0.8%	i	-11.8%	10.1%	-1.9%	-0.4%
CCC(=O)Nc1cccc(-c2nc3ccc(C)cc3o2)c1	-23.4	0.0%	22.8%	-19.2%	i	-1.3%	?	-17.0%	6.6%
COc1ccccc1NS(=O)(=O)c1cccc(NC(=S)NCCN2CCOCC2)c1	11.6	2.3%	-5.8%	3.6%	i	4.9%	0.9%	28.3%	-5.5%
CCOC(=O)c1cnn(-c2cc(C)c3ccccc3n2)c1N	0.0	0.3%	18.5%	-12.3%	i	5.3%	0.5%	-3.2%	-0.1%
Cc1nnc(SCC(=O)c2cc(C)n(-c3c(C)n(C)n(-c4ccccc4)c3=O)c2C)s1	6.0	-8.5%	10.6%	0.3%	i	3.7%	15.5%	7.8%	-1.4%
CCOC(=O)c1c(NC(=O)c2c(C)noc2C)sc2c1CCCCC2	18.1	10.6%	-6.8%	0.4%	i	-1.0%	-2.0%	-5.6%	1.1%
Cc1cc(C)n(CCC(=O)Nc2ccc(-c3ccno3)cc2)n1	-10.3	-1.8%	nt	8.2%	?	-1.1%	-1.9%	25.5%	-12.9%
CCN(CC)CCN1CCN(c2cncc(-c3ccc4ccccc4c3)n2)CC1	-59.5*	nt	-22.7%	23.1µM*	?	?	16.4µM*	12.6µM*	nt
Cc1ccnn1CC(=O)N/N=C/c1cn[nH]c1-c1ccccc1	14.5	1.9%	-5.5%	-4.4%	nt	2.1%	-2.7%	-10.5%	-26.1%
CCOP(=O)(OCC)C(NC(=O)C(F)(F)F)c1ccccc1 (configuration not stated)	29.0	4.2%	1.3%	15.8%	i	19.9%	19.7%	5.5%	-55.3%[inhibitor]
CC1=C(NCCc2ccccc2)CCC1=O	38.0	-5.9%	-1.6%	-1.0%	i	-18.2%	1.4%	-8.2%	-5.2%
C[C@H](CO)N1C[C@H](C)[C@H](CN(C)Cc2cncnc2)Oc2cc(Br)ccc2S1(=O)=O	-12.2	nt	3.1%	-6.2%	i	-14.8%	-2.5%	-17.6%	nt
CCCOn1c(-n2nc(C)cc2C)nc2ccccc2c1=O	20.9	-0.8%	-5.4%	-2.6%	i	-0.3%	11.6%	23.7%	-2.6%
COC(=O)c1ccccc1NC(=O)CSCC(=O)Nc1ccccc1OC	13.7	3.5%	-1.7%	6.5%	i	16.0%	4.2%	-10.0%	2.0%
CC(=O)N1c2c(cc(Br)cc2S(=O)(=O)Nc2ccc(OC(F)(F)F)cc2)CC1C (configuration not stated)	nt	nt	?	nt	i	-9.2%	nt	-5.3%	nt
Cc1ccccc1CN1CCC(Oc2ccc(C(=O)N3CCCC3)cc2)CC1	1.0	?	-5.5%	-4.2%	?	-11.7%	0.3%	0.4%	0.1%
CC(C)[C@H](NC(N)=O)C(=O)Nc1ccc(F)c(Cl)c1	0.0	-2.8%	nt	-7.7%	i	9.9%	-0.1%	0.3%	-0.3%
CCc1nnc(NS(=O)(=O)c2ccc(NC(=O)c3cccc(OC(F)(F)C(F)F)c3)cc2)s1	42.5	3.8%	6.0%	-1.0%	i	-0.8%	-8.8%	-65.2%	-83.4%[inhibitor]
CCOC(=O)C1(C(F)(F)F)N=C(N(C)C)OC(N(C)C)=N1	4.4	-10.6%	20.4%	15.7%	i	6.7%	8.9%	-7.9%	6.8%
Cc1nnc(SCC(=O)N2CCC(c3noc4ccc(F)cc34)CC2)s1	-26.5	?	0.0%	2.9%	i	-1.9%	3.6%	-2.5%	-2.1%
CCOC(=O)CSC1=C(C#N)C(c2ccccc2C)C2=C(CCCC2=O)N1 (configuration not stated)	5.9	?	-0.5%	14.9%	i	15.6%	13.2%	5.8%	16.5%
CC(C)(C)C1(C)OC(C(=O)NC2CCCCC2)C(C(=O)NC2CCCCC2)O1 (configuration not stated)	-20.6	?	8.1%	9.8%	i	2.3%	11.3%	-8.4%	1.6%
COc1cc2c(C#N)c(N3CCCC3)nc(N)c2c(N)n1	?	-26.3%	9.3%&46.5%	-2.4%&-25.9%	i	-26.8%&-12.5%	-2.0%&-29.0%	-25.4%&-22.2%	23.6%&-8.2%
CCC(=O)NS(=O)(=O)c1cccnc1Nc1ccc(Cl)cc1	1.8	-6.1%	-3.3%	-4.3%	i	-16.8%	0.8%	-42.8%	-2.3%
C1=C(c2ccccc2)CCN(c2nc3ccccc3n3cnnc23)C1	-8.2	0.5%	2.4%	-8.1%	i	-12.0%	-0.9%	-23.7%	-4.9%
CCOc1ccc(C(=O)NCC(c2cccs2)N(C)C)cc1 (configuration not stated)	9.6	8.2%	4.1%	0.0%	i	10.9%	9.2%	1.1%	-4.7%
